Source: PubChem BioAssay (NCI)
NCI-60 one-dose screen, 48 h, at 10 µM unless noted. Numbers give growth in % (100 = growth as untreated, 0 = no growth, -100 = all killed).
NCI/ADR-RES – NCI/ADR-RES ovarian cells; 4.4% of 81,000 active; AID 1794790
NCI-H23 – NCI-H23 lung cancer; 4% of 80,000 active; AID 1794731
HCT-15 – HCT-15 colon cancer. AID 1794746. 5.2% of 82,000 active
NCI-H522 – NCI-H522 lung cancer; 8% of 78,000 active; AID 1794739
NCI-H322M – NCI-H322M lung cancer | 2.7% of 80,000 active | AID 1794733
HCT-116 – HCT-116 colon cancer; AID 1794798; 7.3% of 82,000 active
NCI-H460 – NCI-H460 lung cancer; 6.8% of 82,000 active; AID 1794736
NCI-H226 – NCI-H226 lung cancer; 3.5% of 79,000 active
COLO 205 – COLO 205 colon cancer. 7.3% of 79,000 active. AID 1794742
* marks the source's active call; other numbers are inactive results; ! = not confirmed by another sample. How the source made its calls: active means growth percent below 10; inactive means the rest. No enrichment for hits; overall some 13% were active at least once.

Screening Cn1ccnc1C(=O)/C=C/c1ccc(CNC(=O)c2ccc(S(F)(F)(F)(F)F)cc2)cc1 returned NCI/ADR-RES 12, NCI-H23 3.4*, HCT-15 -5.9*, NCI-H522 29, NCI-H322M 7.6*, HCT-116 -17*, NCI-H460 -18*, NCI-H226 27 and COLO 205 42.
Screening Cc1noc2c(Cc3ccc([N+](=O)[O-])cc3)nn(CC(=O)N/N=C/c3ccc(F)cc3)c(=O)c12 returned NCI/ADR-RES 94, NCI-H23 95, HCT-15 85, NCI-H522 78, NCI-H322M 100, HCT-116 80, NCI-H460 95, NCI-H226 47 and COLO 205 114.
Screening O=C(CNc1nc(-c2ccc(Cl)cc2)cs1)Nc1ccc(-c2nc3ccccc3s2)cc1 returned NCI/ADR-RES 94, NCI-H23 88, HCT-15 110, NCI-H522 93, NCI-H322M 92, HCT-116 96, NCI-H460 91, NCI-H226 80 and COLO 205 94.
For Cc1cc(C)c2c(-n3nnc(C#N)c3N)nn(C)c2n1 the results were NCI/ADR-RES 101, NCI-H23 100, HCT-15 96, NCI-H522 87, NCI-H322M 91, HCT-116 100, NCI-H460 102, NCI-H226 102 and COLO 205 100.
Screening O=c1c(Cc2ccncc2)c[nH]c2ccc(Cl)cc12 returned NCI/ADR-RES 98, NCI-H23 92, HCT-15 101, NCI-H522 97, NCI-H322M 89, HCT-116 111, NCI-H460 109, NCI-H226 90 and COLO 205 100.
Screening COC(=O)Nc1ccc(C)c(NC(=O)OC)c1 returned NCI/ADR-RES 107, NCI-H23 99, HCT-15 106, NCI-H522 100, NCI-H322M 108, HCT-116 110, NCI-H460 103, NCI-H226 97 and COLO 205 104.
CCN(CC)CC(O)c1c(OC)ccc2ccccc12 (stereo not given) was read as NCI/ADR-RES 112, NCI-H23 106, HCT-15 99, NCI-H522 105, NCI-H322M 118, HCT-116 103, NCI-H460 104, NCI-H226 102 and COLO 205 107.
Screening N/C(=N\c1nc2ccccc2s1)NC(=O)NC(c1ccccc1)c1ccccc1 returned NCI/ADR-RES 80, NCI-H23 52, HCT-15 60, NCI-H522 62, NCI-H322M 96, HCT-116 70, NCI-H460 87, NCI-H226 84 and COLO 205 91.
Screening Cc1cc(=O)oc2cc(OCCCOc3ccc(/C=C/C(=O)Nc4ccccc4Cl)cc3)ccc12 returned NCI/ADR-RES 109, NCI-H23 102, HCT-15 107, NCI-H522 101, NCI-H322M 109, HCT-116 108, NCI-H460 108, NCI-H226 87 and COLO 205 112.
CCc1c(C(=O)N[C@@H](CO)Cc2ccc(Cl)cc2)[nH]c2ccc(Cl)cc12 was read as NCI/ADR-RES 69, NCI-H23 75, HCT-15 59, NCI-H522 62, NCI-H322M 90, HCT-116 57, NCI-H460 69 and NCI-H226 73.
O=C(COCc1c(-c2ccccc2)no[n+]1[O-])Nc1nc(-c2ccc(Cl)cc2)cs1 was read as NCI/ADR-RES 101, NCI-H23 94, HCT-15 103, NCI-H522 81, NCI-H322M 104, HCT-116 104, NCI-H460 106, NCI-H226 90 and COLO 205 113.
`C/C(=N\O)C(=O)Nc1ccc(F)cc1` gave NCI/ADR-RES 106, NCI-H23 99, HCT-15 106, NCI-H522 97, NCI-H322M 107, HCT-116 102, NCI-H460 112, NCI-H226 115 and COLO 205 110.

Quoted at random: 5 entries already listed.
`C/C(=N\O)C(=O)Nc1ccc(F)cc1` gave NCI/ADR-RES 106, NCI-H23 99, HCT-15 106, NCI-H522 97, NCI-H322M 107, HCT-116 102, NCI-H460 112, NCI-H226 115 and COLO 205 110.
O=C(COCc1c(-c2ccccc2)no[n+]1[O-])Nc1nc(-c2ccc(Cl)cc2)cs1 was read as NCI/ADR-RES 101, NCI-H23 94, HCT-15 103, NCI-H522 81, NCI-H322M 104, HCT-116 104, NCI-H460 106, NCI-H226 90 and COLO 205 113.
CCN(CC)CC(O)c1c(OC)ccc2ccccc12 (stereo not given) was read as NCI/ADR-RES 112, NCI-H23 106, HCT-15 99, NCI-H522 105, NCI-H322M 118, HCT-116 103, NCI-H460 104, NCI-H226 102 and COLO 205 107.
CCc1c(C(=O)N[C@@H](CO)Cc2ccc(Cl)cc2)[nH]c2ccc(Cl)cc12 was read as NCI/ADR-RES 69, NCI-H23 75, HCT-15 59, NCI-H522 62, NCI-H322M 90, HCT-116 57, NCI-H460 69 and NCI-H226 73.
Screening O=c1c(Cc2ccncc2)c[nH]c2ccc(Cl)cc12 returned NCI/ADR-RES 98, NCI-H23 92, HCT-15 101, NCI-H522 97, NCI-H322M 89, HCT-116 111, NCI-H460 109, NCI-H226 90 and COLO 205 100.

Following part:
Nc1cccc(SC(CC(=O)c2ccc(-c3ccccc3)cc2)c2ccco2)c1 (stereo not given) was read as NCI/ADR-RES 102, NCI-H23 96, HCT-15 97, NCI-H522 86, NCI-H322M 92, HCT-116 96, NCI-H460 112, NCI-H226 101 and COLO 205 104.
Screening O=C(O)CCN1C(=O)/C(=C/c2ccc(F)cc2)SC1=S returned NCI/ADR-RES 103, HCT-15 100, NCI-H522 97, NCI-H322M 98, HCT-116 103, NCI-H460 104, NCI-H226 101 and COLO 205 135.
Cc1ccc2c(-c3nn(-c4ccccc4)c(N)c3C#N)cc(=O)oc2c1 was read as NCI/ADR-RES 96, NCI-H23 84, HCT-15 81, NCI-H522 87, NCI-H322M 95, HCT-116 81, NCI-H460 98, NCI-H226 115 and COLO 205 97.
COc1cccc(C2C(C#N)=C(N)Oc3c2ccc2ccccc32)c1 (stereo not given) was read as NCI/ADR-RES 6.2*, NCI-H23 28, HCT-15 9.2*, NCI-H522 7.1*, NCI-H322M 42, HCT-116 5.1*, NCI-H460 8.3*, NCI-H226 47 and COLO 205 -42*.
`C/C(=N/O)c1cc(Br)c2cccc3c2c1CC3` gave NCI/ADR-RES 107, NCI-H23 104, HCT-15 106, NCI-H522 111, NCI-H322M 99, HCT-116 101, NCI-H460 106, NCI-H226 111 and COLO 205 121.
C/C=C/CC(C)C(O)[C@H](NC(=O)[C@@H]1CCCN1C(=O)[C@](C)(CC)NC(=O)CCCCCCCCC)C(=O)N[C@@](C)(CC)C(=O)N[C@@H](CCC(N)=O)C(=O)N[C@H](CCC(N)=O)C(=O)NC(C)(C)C(=O)NC(C)(C)C(=O)N[C@@H](CCC(N)=O)C(=O)N[C@H](CC(C)C)C(=O)N[C@H](CO)CC(C)C (stereo not given in full) was read as NCI/ADR-RES -70*!, NCI-H23 -71*!, HCT-15 -9.1*!, NCI-H522 -74*!, NCI-H322M -16*!, HCT-116 -7.5*!, NCI-H460 -72*!, NCI-H226 -25*! and COLO 205 -51*!.
O=C(/C=C/c1ccccc1O)c1cc2ccccc2oc1=O was read as NCI/ADR-RES 107, NCI-H23 98, HCT-15 103, NCI-H522 90, NCI-H322M 107, HCT-116 109, NCI-H460 104 and COLO 205 116.
For O=[N+]([O-])c1ccc(O)c(CNCc2ccccc2)c1 the results were NCI/ADR-RES 99, NCI-H23 95, HCT-15 103, NCI-H522 93, NCI-H322M 93, HCT-116 100, NCI-H460 95, NCI-H226 111 and COLO 205 95.
For COc1ccc2cc1Oc1ccc(cc1)C[C@H]1c3c(cc4c(c3Oc3cc5c(cc3OC)CCN(C)[C@@H]5C2)OCO4)CCN1C the results were NCI/ADR-RES 76, NCI-H23 76, HCT-15 27, NCI-H522 -19*, NCI-H322M 56, HCT-116 19, NCI-H460 59, NCI-H226 87 and COLO 205 109.
Screening N#Cc1ncc(Br)c(N[C@@H]2C[C@H]3CC[C@@H]2C3)n1 returned NCI/ADR-RES 101, NCI-H23 100, HCT-15 92, NCI-H522 77, NCI-H322M 99, HCT-116 90, NCI-H460 104, NCI-H226 96 and COLO 205 105.
For Cc1nc2ccccc2n1CC1C(=O)NC(=S)NC1=O the results were NCI/ADR-RES 107, NCI-H23 101, HCT-15 105, NCI-H522 96, NCI-H322M 98, HCT-116 106, NCI-H460 105, NCI-H226 102 and COLO 205 110.
Cc1cc(C(O)(c2ccc(Nc3ccccc3)cc2)c2ccc(Nc3ccc(S(=O)(=O)O)cc3)cc2)ccc1N (stereo not given) was read as NCI/ADR-RES 19, NCI-H23 8.1*, HCT-15 -54*, NCI-H522 -46*, NCI-H322M 25, HCT-116 6.6*, NCI-H460 -39*, NCI-H226 29 and COLO 205 -71*.
Screening OC1CCCCC1C1CCCCC1 (stereo not given) returned NCI/ADR-RES 110, NCI-H23 109, HCT-15 100, NCI-H322M 125, HCT-116 101, NCI-H460 111, NCI-H226 108 and COLO 205 113.
Screening CC1(C)CC[C@]2(C(=O)N3CCOCC3)CC[C@]3(C)C(=CC[C@@H]4[C@@]5(C)C/C(=C/c6ccccc6)[C@H](O)C(C)(C)[C@@H]5CC[C@]43C)C2C1 (stereo not given in full) returned NCI/ADR-RES 100, NCI-H23 77, HCT-15 70, NCI-H522 82, NCI-H322M 90, HCT-116 66, NCI-H460 99, NCI-H226 80 and COLO 205 98.
For Cc1ccc(-c2cc(-n3nnnc3-c3ccccc3)no2)cc1 the results were NCI/ADR-RES 105, NCI-H23 108, HCT-15 102, NCI-H522 93, NCI-H322M 111, HCT-116 105, NCI-H460 109, NCI-H226 121 and COLO 205 112.
For CC[C@@]1(O)C(=O)OCc2c1cc1n(c2=O)Cc2cc3c(CN(C)C)c(O)ccc3nc2-1 the results were NCI/ADR-RES 5.8*!, NCI-H23 1.4*, HCT-15 -10*!, NCI-H522 -57*, NCI-H322M -20*, HCT-116 -14*, NCI-H460 -6.7*, NCI-H226 -34* and COLO 205 9.6*.
For CC(C)(C)C1CCC(OC(=O)c2ccccc2)CC1 (stereo not given) the results were NCI/ADR-RES 114, NCI-H23 103, HCT-15 105, NCI-H522 71, NCI-H322M 109, HCT-116 93, NCI-H460 104, NCI-H226 102 and COLO 205 103.
`CCOC(=O)c1c(C)nc2c(c1N)/C(=C/c1ccccc1[N+](=O)[O-])C(=O)N2Cc1cccc(OC)c1` gave NCI/ADR-RES 98, NCI-H23 96, HCT-15 99, NCI-H522 75, NCI-H322M 106, HCT-116 92, NCI-H460 102, NCI-H226 88 and COLO 205 107.
For O=C(NC1CCN(c2ccc3nnc(Cl)n3n2)CC1)c1ccccc1 the results were NCI/ADR-RES 103, NCI-H23 102, HCT-15 101, NCI-H522 100, NCI-H322M 98, HCT-116 99, NCI-H460 105, NCI-H226 96 and COLO 205 104.
Clc1ccc(Nc2nccc(Nc3ccc4[nH]ncc4c3)n2)cc1 was read as NCI/ADR-RES 39, NCI-H23 46, HCT-15 40, NCI-H522 21, NCI-H322M 75, HCT-116 39, NCI-H460 41, NCI-H226 28 and COLO 205 42.
Screening Cc1ccc(S(=O)(=O)Nc2nc(Cl)c(C#N)c(-c3ccc(Cl)cc3)n2)cc1 returned NCI/ADR-RES 97, NCI-H23 100, HCT-15 94, NCI-H522 74, NCI-H322M 99, HCT-116 97, NCI-H460 109, NCI-H226 92 and COLO 205 107.
`CC1=CCC2C(=O)NC(=O)C2C1` (stereo not given) gave NCI/ADR-RES 103, NCI-H23 106, HCT-15 102, NCI-H522 92, NCI-H322M 103, HCT-116 105, NCI-H460 99, NCI-H226 91 and COLO 205 116.
COc1ccc(NC(=O)CN2CCN(c3cc4c(cc3F)c(=O)c(C(=O)O)cn4C3CC3)CC2)cc1 was read as NCI/ADR-RES 103, NCI-H23 93, HCT-15 102, NCI-H522 87, NCI-H322M 74, HCT-116 91, NCI-H460 94, NCI-H226 83 and COLO 205 97.
Cc1nn(-c2ccccc2)c2c1C1C(=C(c3cccs3)N2)C(=O)N(Cc2ccccc2)c2ccccc21 (stereo not given) was read as NCI/ADR-RES 95, NCI-H23 98, HCT-15 95, NCI-H522 80, NCI-H322M 86, HCT-116 87, NCI-H460 98, NCI-H226 93 and COLO 205 97.
For CCOC(=O)/C(C#N)=C(\C)c1ccccc1 the results were NCI/ADR-RES 97, NCI-H23 99, HCT-15 99, NCI-H522 104, NCI-H322M 95, HCT-116 102, NCI-H460 125, NCI-H226 105 and COLO 205 107.
For COc1ccc(C(OC(=O)C2CCc3cc(F)ccc3O2)C(=O)NC(C)(C)C)cc1 (stereo not given) the results were NCI/ADR-RES 97, NCI-H23 93, HCT-15 104, NCI-H522 91, NCI-H322M 94, HCT-116 85, NCI-H460 101, NCI-H226 93 and COLO 205 118.
